# Vif-A3G inh: qHTS for Inhibitors of Vif-A3G Interactions: qHTS | DNA dC->dU-editing enzyme APOBEC-3G (Homo sapiens), Q9HC16 | HeLa A3G-eYFP + Vif (tagged APOBEC3G with the HIV-1 protein that degrades it), YFP fluorescence, overnight | Potency, µM (highest dose often 46.1 µM), inactives show top-dose activity, negative = active, hits mostly inhibitors | actives 0.076% (n = 410,000);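 also: potency is read from the fitted curve at half-maximal effect; % is scaled to controls: 0 for no effect and ±100 for the full control effect; nearly all actives have a fitted effect of over 60% in size; hits raise eYFP signal because A3G escapes Vif-driven loss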
# Target sequence (Q9HC16 whole entry, looked up): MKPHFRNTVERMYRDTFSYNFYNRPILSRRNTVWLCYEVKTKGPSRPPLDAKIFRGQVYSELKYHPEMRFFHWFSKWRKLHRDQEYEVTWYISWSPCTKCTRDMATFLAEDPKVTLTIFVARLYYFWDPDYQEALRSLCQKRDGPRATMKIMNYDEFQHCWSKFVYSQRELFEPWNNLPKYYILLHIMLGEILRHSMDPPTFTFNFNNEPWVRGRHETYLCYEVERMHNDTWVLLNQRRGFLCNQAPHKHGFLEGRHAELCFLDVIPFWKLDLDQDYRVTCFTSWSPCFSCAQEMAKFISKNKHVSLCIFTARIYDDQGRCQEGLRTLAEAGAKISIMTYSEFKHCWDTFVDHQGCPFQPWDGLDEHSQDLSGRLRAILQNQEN
#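 Read-out is eYFP fluorescence (Ex 488/Em 500-530) from Vif-expressing HeLa A3G-eYFP cells; more signal means A3G escaped Vif-mediated degradation. Cells plated overnight, compound pinned in, incubated overnight at 37 deg C.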
# D1 ag: Allosteric Agonists of the Human D1 Dopamine Receptor: qHTS; actives 1% (n = 360,000); activation, % at 2 µM; HEK293 T-REx D1 cells, calcium flux, agonist mode; AID 504660, 2011; D(1A) dopamine receptor (Homo sapiens), P21728; in the data active = activation above about 30%; also: 0% is about no effect
# Target sequence (P21728 whole entry, looked up): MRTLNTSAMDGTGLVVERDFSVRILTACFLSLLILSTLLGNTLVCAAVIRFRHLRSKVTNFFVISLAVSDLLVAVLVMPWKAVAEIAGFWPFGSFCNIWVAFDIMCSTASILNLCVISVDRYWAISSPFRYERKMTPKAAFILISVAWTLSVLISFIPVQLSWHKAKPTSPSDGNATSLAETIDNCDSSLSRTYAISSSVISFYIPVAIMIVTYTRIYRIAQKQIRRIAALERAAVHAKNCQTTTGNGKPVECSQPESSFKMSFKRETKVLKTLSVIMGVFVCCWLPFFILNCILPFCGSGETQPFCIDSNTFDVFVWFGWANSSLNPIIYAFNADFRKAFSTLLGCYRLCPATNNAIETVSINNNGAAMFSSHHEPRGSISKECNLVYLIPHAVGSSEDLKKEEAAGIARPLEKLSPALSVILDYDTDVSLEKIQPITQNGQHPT
#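 Tetracycline-induced HEK293 TREx D1 cells, force-coupled to calcium signalling, were dye-loaded with a no-wash calcium kit. Compound was pin-added after a 10 s baseline. Fluorescence was read kinetically at 1 cycle/s for 180 s, with calcium rises flagged as agonism.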
# D1 antagonist: Antagonist of Human D 1 Dopamine Receptor: qHTS; HEK293 TREx D1 cells, calcium flux, dopamine EC80; active compounds read low; activity change, negative = inhibition, % at 10 µM; actives 3.2% (n = 360,000); AID 504652, 2011; in the data active = activity change below about -30%; also: % is scaled to controls: 0 for no effect and ±100 for the full control effect
#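 Allosteric or orthosteric antagonism assessed as attenuation of the calcium response to EC80 dopamine, added 180 s after compound, in induced HEK293 Trex D1 cells loaded with no-wash calcium dye.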
# RXFP1 ag: qHTS Assay for Agonists of the Relaxin Receptor RXFP1; Potency, µM (titrated, usually from 57.5 µM), inactives show at the highest dose activation, most hits filed as activators; HEK293T-RXFP1 cAMP TR-FRET, 30 min; response scale: percent of porcine relaxin response, buffer zero; Relaxin receptor 1 (Homo sapiens), Q9HBX9; actives 0.3% (n = 370,000); also: potency is read from the fitted curve at half-maximal effect; % is scaled to controls: 0 for no effect and ±100 for the full control effect; nearly all actives have a fitted effect of over 60% in size; many of its hits are not listed in these tables
#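 cAMP rise read by TR-FRET after 30 min, 37C compound exposure (up to 58 uM) in RXFP1-transfected HEK293 cells with Ro 20174 present. EC50 from Hill-equation fits, with 29 nM porcine relaxin as 100% and buffer as basal.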
# LDHA inh: qHTS assay for inhibitors of human lactate dehydrogenase. actives 0.15% (n = 480,000). activity change, % (values are at about 110 or 230 µM). purified LDHA, NADH/diaphorase-resazurin fluorescence; active compounds read low. AID 1347041, 2019. L-lactate dehydrogenase A chain (Homo sapiens), P00338; in the data active = activity change below about -30%; inconclusive = mostly about -25% to -30%;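 also: plate controls were DMSO wells for no effect and wells without enzyme for full effect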
#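 LDH5 2 nM; NADH 0.06 mM, pyruvate 0.2 mM; 200 mM Tris pH 7.4, EDTA, Tween-20; 5 min RT. Detection: diaphorase 0.133 mg/mL + resazurin 37 µM, fluorescence ex540/em590 at 0 and 20 min; normalized to enzyme-free and DMSO wells.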
# GRP78 ERSR act: qHTS for Inducers of the Endoplasmic Reticulum Stress Response (ERSR) in Human Glioma: qHTS; Potency, µM, for inactives: at the highest dose activation, usual class: activators; actives 0.02% (n = 420,000); U87-MG GRP78 promoter luciferase reporter, 16 h; AID 602332, 2012; also: potency is read from the fitted curve at half-maximal effect; series mostly up to about 76 µM; % of control where 0% means no effect; nearly all actives have a fitted effect of over 35% in size
#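 Stably transfected U87-MG glioma cells carrying a GRP78-based luciferase sensor; 16 h compound incubation. Luminescence end-point read 10 min after Bright-Glo addition at room temperature.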
# D2 potentiator: HTS Assay for Positive Allosteric Modulators of the Human D2 Dopamine Receptor: Primary Screen for Potentiators; D(2) dopamine receptor (Homo sapiens), P14416; HEK293 T-REx D2, calcium flux, EC20 dopamine potentiation; potentiation, % at 10 µM; actives 0.34% (n = 340,000); AID 485347, 2010;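 active = potentiation over 3 SD above the plate norm, cut at about 30% in these data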; also: 0% is about no effect
#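 Potentiation of an EC20 dopamine calcium response is measured in a force-coupled, tetracycline-inducible Hek293 Trex D2 line. Compound-only kinetic reads over 180 s flag agonists before dopamine addition.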
# Vif-A3F inh: qHTS for Inhibitors of Vif-A3F Interactions: qHTS; HeLa A3F-eYFP + Vif (tagged APOBEC3F with the HIV-1 protein that degrades it), YFP fluorescence increase; Potency, µM (top dose mostly 46.1 µM), without a hit: at the top dose activity, negative = active; actives 0.2% (n = 390,000); also: potency is read from the fitted curve at half-maximal effect; % of control where 0% means no effect; nearly all actives have a fitted effect of over 65% in size
#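 HeLa cells stably expressing Vif plus C-terminally eYFP-tagged A3F were seeded, incubated overnight at 37 deg C, dosed with compound, incubated overnight again at 37 deg C. Yellow fluorescence (Ex 488/Em 500-530) reported blocked Vif-mediated A3F-eYFP degradation.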
# D1 PAM: Potentiators of Human D1 Dopamine Receptor: qHTS; HEK293 TREx D1 cells, calcium flux, dopamine EC20 potentiation; actives 0.036% (n = 360,000); potentiation, % at 10 µM; in the data active = potentiation above about 30%; also: 0% is about no effect
# Active calls of the source: *; ? = inconclusive; nt = no result given; & = joins results of further samples. Unless noted, calls follow the shape of the dose curve; as a rule, active = well fitted curve in the direction sought with a large enough effect; inconclusive = small, poorly fitted or top-dose-only effect, or another doubt; inactive = no such curve, though single readings can be large; an effect the other way counts as inactive or inconclusive.
1: CCc1ccc(NC(=O)c2cnn(-c3c(C)cccc3C)c2C2CCNCC2)cc1
2: N=c1sccn1CC(=O)Nc1ccc(S(N)(=O)=O)cc1
3: Cc1cc(C(=O)Nc2ccon2)c(C)o1
4: COc1ccc(C(CNC(=O)COc2ccc(C)c(C)c2)N2CCCCC2)cc1 (stereo not given)
5: CCOc1ccc(N(CC)S(=O)(=O)N2CCCC(C(=O)NCc3ccc(SC)cc3)C2)cc1 (stereo not given)
6: O=S(CC1CC1(Cl)Cl)CC1CC1(Cl)Cl (stereo not given)
7: CCOc1cccc2sc(NC(=O)CC)nc12
8: O=c1cc(-c2ccc([N+](=O)[O-])cc2)nc2cc(-c3ccc(Cl)cc3)[nH]n12
9: COc1cccc(-c2nnc(NC(=O)C3CCCCC3)o2)c1
10: CN(C)C(CNC(=S)Nc1ccccc1)c1cccnc1 (stereo not given)

compound no.,1,2,3,4,5,6,7,8,9,10
Vif-A3G inh,1%,0%,3%,0%&-1%,6%,0%,-1%,nt,-1%,0%
D1 ag,4,2,0,0&-1,15,4,0,4,0,0
D1 antagonist,4,4,18,1&9,2,12,2,-23,8,11
RXFP1 ag,0.2%,0.0%,-0.8%,1.0%&0.8%,-1.4%,-1.4%,0.4%,6.6%,3.1%,-1.1%
LDHA inh,1,-5,-2,1&-1,-10,-6,-14,nt,-1,-4
GRP78 ERSR act,-3%,2%,1%,-2%&-2%,-3%,-4%,-4%,nt,1%,-5%
D2 potentiator,2,-2,1,-25&-17,-2,-5,-5,-14,-11,3
Vif-A3F inh,2%,7%,1%,-16%&-7%,7%,-3%,-1%,nt,-4%,1%
D1 PAM,-6,-3,-9,1&-2,-2,1,-3,-10,nt,-3

# Filtered by structure: those above with two or more sulfur atoms
2: N=c1sccn1CC(=O)Nc1ccc(S(N)(=O)=O)cc1
5: CCOc1ccc(N(CC)S(=O)(=O)N2CCCC(C(=O)NCc3ccc(SC)cc3)C2)cc1 (stereo not given)

compound no.,2,5
Vif-A3G inh,0%,6%
D1 ag,2,15
D1 antagonist,4,2
RXFP1 ag,0.0%,-1.4%
LDHA inh,-5,-10
GRP78 ERSR act,2%,-3%
D2 potentiator,-2,-2
Vif-A3F inh,7%,7%
D1 PAM,-3,-2

# Complete entries as entered above.
# Results for `O=S(CC1CC1(Cl)Cl)CC1CC1(Cl)Cl` (stereo not given) = Vif-A3G inh = 0%; D1 ag = 4; D1 antagonist = 12; RXFP1 ag = -1.4%; LDHA inh = -6; GRP78 ERSR act = -4%; D2 potentiator = -5; Vif-A3F inh = -3%; D1 PAM = 1
# Results for `CCc1ccc(NC(=O)c2cnn(-c3c(C)cccc3C)c2C2CCNCC2)cc1` = Vif-A3G inh = 1%; D1 ag = 4; D1 antagonist = 4; RXFP1 ag = 0.2%; LDHA inh = 1; GRP78 ERSR act = -3%; D2 potentiator = 2; Vif-A3F inh = 2%; D1 PAM = -6
# Results for `CCOc1cccc2sc(NC(=O)CC)nc12` = Vif-A3G inh = -1%; D1 ag = 0; D1 antagonist = 2; RXFP1 ag = 0.4%; LDHA inh = -14; GRP78 ERSR act = -4%; D2 potentiator = -5; Vif-A3F inh = -1%; D1 PAM = -3

# New compounds follow:
11: N/C(=N\OC(=O)CSc1ccccc1)c1cccc([N+](=O)[O-])c1
12: Cc1nc(N2CCN(c3ccccn3)CC2)c2c(C)c(C(=O)Nc3ccc(Br)cc3C)sc2n1
13: O=C(OCc1nnn(Cc2ccccc2)c1-c1c(COC(=O)c2ccccc2)nnn1Cc1ccccc1)c1ccccc1
14: CC1(C)CC(=O)C(C=NCCN2CCN(C3CC(=O)N(c4ccc(Cl)c(Cl)c4)C3=O)CC2)=C(O)C1 (stereo not given)
15: c1ccc(-c2ccc(SCc3cccnc3)nn2)nc1
16: CCN1CCN(c2oc(-c3ccc(COc4ccc(C)cc4)o3)nc2C#N)CC1
17: COc1cccc(CC(=O)Nc2sc3c(c2C(N)=O)CCCC3)c1
18: O=C(CSc1ccc(Cl)cc1)NCC1CCCO1 (stereo not given)
19: COc1ccccc1OCC(=O)NNC(=O)c1cccs1
20: C=CCc1ccccc1OCCNCCCOC

compound no.,11,12,13,14,15,16,17,18,19,20
Vif-A3G inh,2%,-5%,3%,3%,-3%,4%,-5%,0%,-5%,3%
D1 ag,4,2,24,1,0,1,0,1,3,8
D1 antagonist,-7,9,0,-1,18,-6,-2,-9,21,-46*
RXFP1 ag,0.3%,8.1%,-3.7%,-1.2%,1.1%,1.1%,?,1.9%,1.1%,0.0%
LDHA inh,-3,-1,-2,-5,-5,-4,6,-2,-1,-14
GRP78 ERSR act,6%,-6%,-4%,1%,4%,0%,-2%,2%,1%,-4%
D2 potentiator,0,-2,-3,2,-3,-9,-9,-3,5,-22
Vif-A3F inh,1%,-18%,-1%,?,-14%,1%,-11%,-8%,-8%,2%
D1 PAM,-9,-6,-4,-8,4,-2,-10,0,-1,-10

21: CCOC(=O)c1[nH]c(C)c(C(=O)NC(CC)Cc2ccccc2)c1C (stereo not given)
22: COc1ccc(CCNC(=O)[C@H](C)N2C(=O)N3CCc4c([nH]c5ccccc45)[C@@]3(C)C2=O)cc1
23: CCOc1ccc(S(=O)(=O)NCCC(=O)N(CC)CC(=O)Nc2c(F)cccc2F)cc1
24: CCCc1nnc(NC(=O)c2cc(=O)c3cc(C)c(C)cc3o2)s1
25: COC(=O)COc1c(/C=C\c2nc(O)c([N+](=O)[O-])c(=O)[nH]2)cccc1OC
26: CC(=O)Nc1cc(C(=O)N2CCCC2)ccc1Sc1ccc(C)cc1
27: O=C(NNc1ccccc1Cl)C(O)(c1cccc(C(F)(F)F)c1)c1cccc(C(F)(F)F)c1
28: CC(=O)C1=C(O)C(=O)N(CC#N)C1c1cccs1 (stereo not given)

compound no.,21,22,23,24,25,26,27,28
Vif-A3G inh,3%,0%,-3%,-5%,-1%,-1%,-9%,2%
D1 ag,0,0,-1,4,1,2,10,2
D1 antagonist,-7,-2,30,-20,7,5,-8,7
RXFP1 ag,-3.1%,3.2%,-2.2%,0.8%,4.5%,3.6%,-0.2%,2.8%
LDHA inh,-15,-10,-7,-6&0,-11,-9,1,-5
GRP78 ERSR act,-1%,2%,-3%,-3%,0%,1%,?,-2%
D2 potentiator,4,2,0,nt,1,-4,-7,0
Vif-A3F inh,3%,0%,-4%,2%,7%,-9%,-1%,-8%
D1 PAM,2,8,-4,-4,8,-2,-9,-3

# Reprinted at random: two records from the list
27: O=C(NNc1ccccc1Cl)C(O)(c1cccc(C(F)(F)F)c1)c1cccc(C(F)(F)F)c1
22: COc1ccc(CCNC(=O)[C@H](C)N2C(=O)N3CCc4c([nH]c5ccccc45)[C@@]3(C)C2=O)cc1

compound no.,27,22
Vif-A3G inh,-9%,0%
D1 ag,10,0
D1 antagonist,-8,-2
RXFP1 ag,-0.2%,3.2%
LDHA inh,1,-10
GRP78 ERSR act,?,2%
D2 potentiator,-7,2
Vif-A3F inh,-1%,0%
D1 PAM,-9,8

# Screening results (PubChem BioAssay)

# Some of the compounds tested. The share of hits here may be higher or lower than overall.
